HTT ATP protect – cytoprotection in Huntington HTT-Q103 PC12 cell model; PC12 HTT-Q103 induced, cytoprotection, ATP luminescence, 40 h; Potency, µM (doses to about 56.4 µM), inactives show cytoprotection (ATP increase), most hits filed as activators; hit rate 0.14% among 230,000; AID 1471;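 also: % of control where 0% means no effect; nearly all actives have a fitted effect of over 45% in size; toxic huntingtin expression switched on by the ecdysone agonist tebufenozide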
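Huntington model: PC12 line, ecdysone-inducible HTTQ103 exon1–GFP, tebufenozide 100 nM. Test articles in a dose series. Endpoint luminescence from cellular ATP.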
Tau fluor cs – counter-screen for tau fibril formation inhibitors; hit rate 0.93% among 280,000; Potency, µM (titrated, usually from 57.7 µM), for inactives: top-dose activity change, negative = decrease; tau K18 P301L Alexa594 fluorescence, heparin fibrillization; also: % is scaled to controls: 0 for no effect and ±100 for the full control effect; nearly all actives have a fitted effect of over 55% in size
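Human K18 P301L tau (15 uM unlabeled plus 0.24 uM Alexa 594-labeled, final) in 100 mM sodium acetate pH 7 was mixed with compound and 20 uM heparin and incubated 6 hr at 37 C.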
aGal spleen mod – inhibits or activates alpha-galactosidase in human spleen homogenate; Potency, µM (top dose mostly 80 µM), for inactives: top-dose activity change, negative = inhibition, hits mostly inhibitors; hit rate 0.008% among 240,000; P06280; AID 2107; human spleen homogenate, 4MU-alpha-Gal fluorescence, 40 min;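 also: 0% = enzyme with vehicle and -100% = no enzyme basal signal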
Target sequence (P06280 32-429 limits assumed): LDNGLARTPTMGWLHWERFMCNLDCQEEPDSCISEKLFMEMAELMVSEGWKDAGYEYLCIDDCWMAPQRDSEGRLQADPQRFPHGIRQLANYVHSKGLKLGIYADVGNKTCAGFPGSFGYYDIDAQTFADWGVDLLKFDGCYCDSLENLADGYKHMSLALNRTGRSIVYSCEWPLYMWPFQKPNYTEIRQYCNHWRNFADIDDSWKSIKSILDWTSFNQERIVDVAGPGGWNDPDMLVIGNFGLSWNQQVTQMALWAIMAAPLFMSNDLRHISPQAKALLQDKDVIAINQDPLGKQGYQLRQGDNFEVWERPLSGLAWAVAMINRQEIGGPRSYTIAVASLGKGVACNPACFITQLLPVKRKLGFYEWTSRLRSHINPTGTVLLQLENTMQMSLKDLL
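Human spleen homogenate (1 ug) was the enzyme source, with 4-methylumbelliferyl-alpha-D-galactopyranoside (1 mM final) in pH 5.0 citrate buffer with 0.01% Tween-20. Compounds were titrated; after 40 min at 37C, NaOH/glycine stop, 4-MU fluorescence read; AC50 from Hill fits.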
GAA inh – alpha-glucosidase (human) inhibition. P10253. purified human GAA, 4-MU-alpha-glucoside fluorescence. Potency, µM (top dose mostly 76.9 µM), for the others: top-dose activity change, negative = inhibition, most hits filed as inhibitors. hit rate 0.005% among 200,000. AID 1466;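 also: plate controls were uninhibited enzyme wells for no effect and no-enzyme background for full effect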
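Activity normalized between no-enzyme (basal) and enzyme-only wells. Conditions: 4 nM human enzyme, 400 uM fluorogenic substrate, citrate/phosphate pH 5.0 with Tween-20, 20 min room temperature, compounds up to 77 uM.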
GAA glycogen – alters human alpha-glucosidase cleavage of glycogen; P10253; recombinant GAA, glycogen substrate, Amplex Red glucose oxidase fluorescence; Potency, µM (top dose mostly 76.4 µM), without a hit: at the top dose activity change, negative = inhibition, usual class: inhibitors; hit rate 0.38% among 300,000; AID 2100;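 also: 0% = full enzyme reaction and -100% = no-enzyme basal signal; the screen sought inhibitors and activators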
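Recombinant human enzyme (4 nM); glycogen substrate; 37 C, 40 min, pH 5.0. Readout: coupled glucose oxidase/Amplex Red fluorescence.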
Tau FP inhib – blocks human tau fibril formation measured by polarization | AID 1468 | P10636 | K18 P301L tau heparin fibrillization, Alexa594 FP, 6 h | hit rate 0.39% among 280,000 | Potency, µM (top dose mostly 57.7 µM), for inactives: at the highest dose activity, negative = inhibition, usual class: inhibitors; also: % is scaled to controls: 0 for no effect and ±100 for the full control effect; nearly all actives have a fitted effect of over 55% in size
Target sequence (P10636 561-689 P618L limits assumed): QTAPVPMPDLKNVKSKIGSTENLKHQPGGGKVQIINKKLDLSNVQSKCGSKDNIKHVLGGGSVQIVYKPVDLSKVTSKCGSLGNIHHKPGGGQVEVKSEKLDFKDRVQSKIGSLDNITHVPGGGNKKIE
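Quantitative HTS format: compounds meet 15 uM recombinant K18 P301L tau and Alexa 594-tau tracer in 100 mM sodium acetate pH 7; 20 uM heparin triggers fibrillization at 37 C over 6 hr; FP gives the signal.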
Tau fibril ThT – inhibitors of human tau fibril formation, thioflavin T binding. hit rate 2.1% among 270,000. P10636. AID 1460. Potency, µM (titrated, usually from 57.4 µM), inactives show top-dose activity, negative = inhibition, hits mostly inhibitors. recombinant tau K18 P301L (four-repeat tau fragment), heparin-induced fibrillization, ThT fluorescence; also: % is scaled to controls: 0 for no effect and ±100 for the full control effect; nearly all actives have a fitted effect of over 55% in size
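Tau K18 P301L fragment (15 uM unlabeled plus 0.24 uM Alexa 594-labeled) in 100 mM sodium acetate pH 7 with compound, fibrillization induced by 20 uM heparin for 6 hr at 37 C. Thioflavin T (30 uM) added, fluorescence read after 1 hr (ex 450, em 510 nm).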
GAA spleen mod – lysosomal alpha-glucosidase (human) modulation; P10253; human spleen homogenate, 4-MU-alpha-glucoside fluorescence; Potency, µM (series often up to 79.9 µM), inactives show at the highest dose activity change, negative = inhibition, usual class: inhibitors; hit rate 0.006% among 240,000;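 also: 0% = enzyme with vehicle and -100% = no enzyme basal signal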
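Compounds were titrated against alpha-glucosidase in spleen homogenate at pH 5.0, with 1 mM 4-methylumbelliferyl substrate for 40 min at 37 C. Reactions were quenched with pH 10 NaOH/glycine and fluorescence measured.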
An asterisk follows results filed as active; ? = inconclusive; · = no result given; & = joins results of further samples; [ ] = another dose, or the depositor's remark. Calls follow the shape of the dose curve; as a rule, active = well fitted curve in the direction sought with a large enough effect; inconclusive = small, poorly fitted or top-dose-only effect, or another doubt; inactive = no such curve, though single readings can be large; an effect the other way counts as inactive or inconclusive. Potency is read from the fitted curve at half-maximal effect.

canonical_smiles | HTT ATP protect | Tau fluor cs | aGal spleen mod | GAA inh | GAA glycogen | Tau FP inhib | Tau fibril ThT | GAA spleen mod
C=C(C)CSc1nnc(-c2cccc(Cl)c2)n1N | -3% | -9% | -5% | -4% | 6% | -13% | ? | -6%
Cc1ccc(C)c(N2CCN(C(=O)C3CCCN(S(=O)(=O)c4c(C)[nH]c(=O)[nH]c4=O)C3)CC2)c1 (stereo unspecified) | -13% | -8% | 5% | -2% | 17% | 1% | -4% | 7%
Fc1ccc(-n2cc(CNCCc3cccnc3)c(-c3ccccc3Cl)n2)cc1 | · | -2% | -9% | 6% | -2% | -3% | 4% | -7%
CCOC(=O)N1CCN(C(=O)Nc2ccc3nc(-c4ccccn4)c(-c4ccccn4)nc3c2)CC1 | -3% | -11% | 15% | 3% | -8% | 1% | ? | -26%
Cc1onc(-c2ccccc2)c1C(=O)N/N=C/c1ccc([N+](=O)[O-])s1 | · | ? | -4% | -16% | -9% | 12% | ? | -2%
CC(C)c1cc(C(=O)N2CCCC(CCC(=O)N3CCN(c4ccccn4)CC3)C2)no1 (stereo unspecified) | 7%[10 µM] | -3% | 1% | · | 3% | -3% | -2% | 12%
COc1ccc(Nc2nc3c(C)cccc3cc2C#N)c(OC)c1 | -3%[10 µM] | -9% | 3% | 2% | 1% | 3% | -6% | -1%
Cn1c(N)c(C(=O)COC(=O)CCC2CCCCC2)c(=O)n(C)c1=O | -14% | -15% | 8% | -6% | 3% | -1% | 2% | ·
O=C(CN1C(=O)C2CCCN2c2ncc(Cl)cc21)NCc1ccc2c(c1)OCO2 (stereo unspecified) | 0% | -2% | 0% | 8% | ? | -2% | -9% | 4%
Cc1nn(Cc2ccccc2)c(Cl)c1/C=C/C(=O)OCC(=O)NC(C)C(C)C (stereo unspecified) | 10%[10 µM] | -2% | 3% | -2% | 4% | 3% | -3% | 6%
CCOc1cc(C(=O)N2CCCC2)cc(OCC)c1OCC | 2% | 6% | 0% | ? | -5% | 3% | 8% | -9%
COc1ccc(-c2noc(CN3CCN(c4ccccc4OC)CC3)n2)cc1OC | · | -15% | · | · | -9%[76.3 µM] | 11% | -7% | ·
COc1ccc(C2CC(c3ccccc3)=NN2C(=O)CN2CCN(Cc3ccccc3)CC2)cc1 (stereo unspecified) | -22% | -12% | -10% | 2% | -10% | -6% | -15% | -9%
Cc1cc2c(cc3c(SCc4ccc(Cl)cc4)nnc(C)n32)o1 | · | -28% | · | · | 2%[76.3 µM] | -12% | ? | ·
Cc1cc(OC2CCCCC2)nc(NCc2ccccc2)n1 | 7%[10 µM] | -9% | -3% | · | 2% | -3% | · | -8%
O=C(Nc1ccccc1)/C(=C/c1cccc(Br)c1)NC(=O)c1ccco1 | 30%[10 µM] | 2% | -3% | 4% | -4% | 3% | 8% | -5%
N#CCCn1cc(CNCc2ccccc2)c(-c2cccc([N+](=O)[O-])c2)n1 | -16% | 7% | -7% | 4% | 6% | 0% | -3% | -6%
CCOC(=O)c1cccc(NC(=O)N2CC(CC)Sc3ccccc32)c1 (stereo unspecified) | · | -14% | · | · | 4%[76.3 µM] | 3% | -18% | ·
COc1cc([N+](=O)[O-])ccc1N/C=C/C(=O)c1cccs1 | -89%[inhibitor] | -27% | -1% | -5% | 4% | -8% | ? | 1%
CCNc1nc(Sc2ccc(C)cc2)cc(C(F)(F)F)n1 | -25% | -4% | 2% | -11% | 2% | 5% | -5% | -4%
COc1ccc(OCC(O)CN2CCN(c3ncccn3)CC2)cc1 (stereo unspecified) | · | -3% | 0% | 4% | 0% | -1% | -15% | -2%
O=C(OC1CCOC1=O)c1ccc(S(=O)(=O)N2CCCCCC2)cc1 (stereo unspecified) | -9%[10 µM] | 7% | 4% | -16% | 5% | -10% | 4% | 4%
COc1cc(C(CCN2CCOCC2)c2c(OC)cc(OC)c3c(C)cc(=O)oc23)cc(OC)c1OC (stereo unspecified) | 17%[10 µM] | 0% | -14%&-6% | · | 4% | -6% | -8% | -14%&-3%
COc1ccc(C2(C(=O)c3ccccc3)C(=O)c3ccccc3C2=O)cc1 | -8%[10 µM] | ? | 5% | · | -9% | ? | 14µM* | -4%
Cc1ccccc1Cn1nnc2sc3c(c2c1=O)CCCC3 | · | -26% | · | · | 2%[76.3 µM] | -1% | -10% | ·
COCCCN1C(=O)/C(=C\c2ccc3c(c2)OCO3)C(C(=O)OC)=C1C | -1%[10 µM] | -6% | -6% | 11% | 16% | 8% | ? | -4%
O=C1CCN(S(=O)(=O)c2ccc(Cl)cc2)CCN1 | -13%[10 µM] | -13% | 4% | · | -3% | -4% | -11% | 3%
c1ccc(N2CCN(c3ncnc4sc5c(c34)CCC5)CC2)cc1 | -14% | -19% | -9% | -3% | 2% | -6% | ? | -6%
COc1cc2c(cc1NC(=O)Cn1cnc3c1c(=O)n(C)c(=O)n3C)oc1ccccc12 | -18% | -6% | 1% | 1% | -4% | 4% | -8% | 5%
Cc1nc2c(cnn2-c2ccccc2)c(=O)[nH]1 | 12%[10 µM] | -4% | 2% | · | 17% | -6% | -1% | 2%
Cc1noc2ncnc(SCc3ccc(C(F)(F)F)cc3)c12 | -12%[10 µM] | -21% | -22% | · | 1% | -12% | -14% | -13%
Cc1cc(C)n2cc(CSc3nncn3C)nc2n1 | -22% | -1% | -7% | 3% | 6% | 0% | -1% | -1%
O=C(COC(=O)c1ccccc1C(=O)c1ccccc1)Nc1cccc([N+](=O)[O-])c1 | ? | ? | 3% | ? | -3% | 0% | -12% | 9%
Cc1ccc(C23CC4CC(CC(CN)(C4)C2)C3)cc1 | -10%[10 µM] | 2% | -9% | 11% | 9% | -2% | 4% | -11%
CCC(O)c1cc2c(cc1NC(=O)c1cccs1)OCCO2 (stereo unspecified) | -6% | -4% | 6% | 1% | 0% | 0% | -4% | -4%
CCc1ccc2[nH]c3nc(SCC(=O)NNC(=O)c4ccc(C(C)(C)C)cc4)nnc3c2c1 | 17%[10 µM] | -11% | -7% | 2% | 4% | -10% | -7% | -6%
COC(=O)Nc1ccc(S(=O)(=O)NC2CCS(=O)(=O)C2)cc1 (stereo unspecified) | -14%[10 µM] | -1% | -2% | · | 1% | -13% | 6% | -3%
Cn1cnnc1SCC(=O)NCCc1ccccc1 | -8%[10 µM] | 0% | 13% | -2% | 8% | -1% | -6% | -13%
O=C(CCSCCC(=O)Nc1c(F)c(F)c(F)c(F)c1F)Nc1c(F)c(F)c(F)c(F)c1F | · | 4% | -9% | ? | 17% | 1% | 12% | -7%
CC1=C/C(=N\OS(=O)(=O)c2ccccc2)C(C)=CC1=O | -93%[inhibitor] | ? | -3% | -1% | 3% | ? | 14µM* | -8%
CCOC(=O)C1C(=O)C(C(=O)OCC)C(c2cccnc2)NC1c1cccnc1 (stereo unspecified) | 5% | -2% | 17% | 2% | 3% | ? | -10% | 7%
O=c1c2ccccc2ncn1Cc1nc2ccccc2s1 | -18% | -3% | 1% | 0% | 6% | -1% | -4% | 5%
COCCNC(=O)/C(C#N)=C/c1ccc(C(=O)O)cc1 | -24% | 1% | -4% | 8% | -3% | -9% | -2% | 0%
CCOC(=O)c1c(C)c(C(=O)N2CCCCCC2)c(C)n1C | -1% | 10% | -2% | -9% | 7% | 0% | 14% | -10%
Cc1ccc(NC(=O)COc2cccc(/C=C3\SC(=S)N(CCC(=O)O)C3=O)c2)cc1Cl | 14%[10 µM] | -13% | 2% | · | 1% | -1% | 13µM* | 2%
Oc1ccc(N=Nc2nccs2)c(O)c1 | 14%[10 µM] | ? | 3% | -14% | -13% | -12% | 3.5µM* | -6%
COc1ccc(C(=O)NC(=O)COC(=O)C2COc3ccccc3O2)cc1 (stereo unspecified) | 16% | -3% | 2% | 4% | -6% | 11% | -17% | -2%

Tau fibril ThT: entries above that show a hit.
structure	aGal spleen mod	GAA glycogen	Tau FP inhib	Tau fibril ThT	GAA spleen mod
COc1ccc(C2(C(=O)c3ccccc3)C(=O)c3ccccc3C2=O)cc1	5%	-9%	?	14µM*	-4%
CC1=C/C(=N\OS(=O)(=O)c2ccccc2)C(C)=CC1=O	-3%	3%	?	14µM*	-8%
Cc1ccc(NC(=O)COc2cccc(/C=C3\SC(=S)N(CCC(=O)O)C3=O)c2)cc1Cl	2%	1%	-1%	13µM*	2%
Oc1ccc(N=Nc2nccs2)c(O)c1	3%	-13%	-12%	3.5µM*	-6%

Ordered by heavy-atom count (lowest first): some entries from above.
canonical_smiles | HTT ATP protect | Tau fluor cs | aGal spleen mod | GAA inh | GAA glycogen | Tau FP inhib | Tau fibril ThT | GAA spleen mod
COCCNC(=O)/C(C#N)=C/c1ccc(C(=O)O)cc1 | -24% | 1% | -4% | 8% | -3% | -9% | -2% | 0%
CCOC(=O)c1c(C)c(C(=O)N2CCCCCC2)c(C)n1C | -1% | 10% | -2% | -9% | 7% | 0% | 14% | -10%
COc1ccc(C(=O)NC(=O)COC(=O)C2COc3ccccc3O2)cc1 (stereo unspecified) | 16% | -3% | 2% | 4% | -6% | 11% | -17% | -2%

High-throughput results (PubChem)
